# SENP8 inh: human SENP8 protease inhibitors, primary screen, biochemical, fluorescence, Nedd8 protein substrate, uHTS; inhibition, % at 20 µM; recombinant SENP8; Sentrin-specific protease 8 (Homo sapiens), Q96LD8; hit rate 0.64% among 360,000; in the data active = inhibition mostly above about 40%, no sharp cut-off; inactive = mostly below about 27%
# Target sequence (Q96LD8 whole entry, looked up): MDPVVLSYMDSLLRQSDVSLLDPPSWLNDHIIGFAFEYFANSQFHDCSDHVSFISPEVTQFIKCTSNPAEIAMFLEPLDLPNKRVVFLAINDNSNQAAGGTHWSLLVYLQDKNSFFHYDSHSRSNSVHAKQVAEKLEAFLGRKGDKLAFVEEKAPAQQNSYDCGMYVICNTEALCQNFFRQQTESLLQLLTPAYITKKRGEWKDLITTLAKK
# HKDC1 inh: HKDC1 hexokinase inhibitors, primary screen, biochemical, fluorescence, uHTS | inhibition, % at 20 µM | recombinant HKDC1, G6PDH/diaphorase resazurin coupled fluorescence | hit rate 0.16% among 340,000;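 active = inhibition above about 35% when tested at 20 µM, limit read from the data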;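 also: plate controls were DMSO wells with enzyme for no effect and DMSO wells lacking enzyme for full effect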
#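 Material – in-house recombinant HK5 (HKDC1) enzyme · Quantity – HKDC1 at 5 µg/mL · Buffer or medium – pH 8.0 Tris buffer with 10 mM MgCl2 · Reagent – glucose with 1 mM ATP · Dosing – single 20 µM dose · Times – reaction time 90 min, room temperature, protected from light · Technique – resorufin fluorescence at 613 nm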
# MPTP inh: mitochondrial permeability transition pore inhibitors, primary screen, biochemical, isolated mouse mitochondria, absorbance. Ca2+ swelling absorbance, 30 min. inhibition, % at 10 µM. hit rate 1.4% among 360,000;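 active = inhibition of 50% or more, scaled per plate between neutral and stimulator controls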;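 also: 0% = DMSO wells given calcium and 100% = 1 mM EGTA wells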
# SENP7 inh: SENP7 protease inhibitors, primary screen, biochemical, luminescence, uHTS; Sentrin-specific protease 7 (Homo sapiens), Q9BQF6; recombinant SENP7, Z-RLRGG-aminoluciferin luminescence, 40 min; inhibition, % at 5 µM; hit rate 1.5% among 330,000; AID 434973, 2010;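 active = inhibition above about 50% at the single test dose, limit read from the data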;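 also: plate controls were DMSO with enzyme for no effect and no enzyme buffer wells for full effect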
# Target sequence (Q9BQF6 706-1050 limits assumed): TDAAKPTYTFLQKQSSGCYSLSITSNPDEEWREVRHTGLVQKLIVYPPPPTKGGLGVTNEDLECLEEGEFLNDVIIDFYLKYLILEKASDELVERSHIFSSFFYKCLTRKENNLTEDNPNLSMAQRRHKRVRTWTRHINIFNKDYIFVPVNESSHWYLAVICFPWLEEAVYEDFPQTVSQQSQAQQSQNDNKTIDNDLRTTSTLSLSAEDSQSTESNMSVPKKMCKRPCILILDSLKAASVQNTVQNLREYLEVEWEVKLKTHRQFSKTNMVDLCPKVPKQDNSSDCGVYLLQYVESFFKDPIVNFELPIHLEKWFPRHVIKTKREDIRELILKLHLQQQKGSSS
# NR3A LBD binder: binders of NR3A ligand-binding domain, primary screen, biophysical, differential scanning fluorimetry, uHTS; Glutamate receptor ionotropic, NMDA 3A (GRIN3A) ligand-binding domain; NR3A LBD differential scanning fluorimetry, Tm shift; 0% = protein alone, 100% = glycine-bound protein; Tm shift relative to glycine control, % at 25 µM; hit rate 2.5% among 340,000;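 active = melting temperature shift of at least 10% of the positive control shift, at one fixed dose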
# PfGluPho inh: PfG6PD enzyme inhibitors, primary screen, biochemical, fluorescence intensity, uHTS; glucose-6-phosphate dehydrogenase-6-phosphogluconolactonase (Plasmodium falciparum 3D7); inhibition, % at 20 µM; hit rate 0.78% among 350,000; PfGluPho enzyme, NADPH resazurin-diaphorase fluorescence;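 active = inhibition reaching at least a set limit at 20 µM in the primary screen, cut at about 59% in these data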;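 also: 0% = DMSO wells with substrate and 100% = DMSO wells lacking glucose-6-phosphate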
# SENP6 block: SENP6 protease inhibitors, primary screen, biochemical, luminescence, uHTS; inhibition, % at 10 µM; Recombinant SENP6 catalytic domain, aminoluciferin luminescence; hit rate 1.8% among 330,000;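 active = inhibition above about 50% at the single tested dose, limit read from the data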;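 also: plate controls were DMSO wells with enzyme for no effect and DMSO wells lacking enzyme for full effect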
# ATG4B inh: ATG4B protease inhibitors, primary screen, biochemical, fluorescence, uHTS. Cysteine protease ATG4B (Homo sapiens), Q9Y4P1. ATG4B cleavage of LC3-PLA2, NBD-HPC fluorescence, 1 h. inhibition, % at 8.33 µM. hit rate 0.51% among 340,000. AID 504462, 2011; in the data active = inhibition above about 40%
# Target sequence (Q9Y4P1 whole entry, looked up): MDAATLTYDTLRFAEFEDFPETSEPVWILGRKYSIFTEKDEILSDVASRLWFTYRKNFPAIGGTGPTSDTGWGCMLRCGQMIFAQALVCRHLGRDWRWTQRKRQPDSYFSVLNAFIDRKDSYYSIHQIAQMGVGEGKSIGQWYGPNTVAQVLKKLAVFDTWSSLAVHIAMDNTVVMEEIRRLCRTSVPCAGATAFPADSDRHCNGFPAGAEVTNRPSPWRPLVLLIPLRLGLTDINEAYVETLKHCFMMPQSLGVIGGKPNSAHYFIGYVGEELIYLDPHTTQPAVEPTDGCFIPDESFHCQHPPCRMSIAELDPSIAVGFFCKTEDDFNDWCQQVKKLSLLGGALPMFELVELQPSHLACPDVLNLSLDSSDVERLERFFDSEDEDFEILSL
# The depositor's hits bear a star; i = inactive; · = not tested or not shown. An unsorted share of the library; 6.9% or so of the library scored in one or more.
SMILES,SENP8 inh,HKDC1 inh,MPTP inh,SENP7 inh,NR3A LBD binder,PfGluPho inh,SENP6 block,ATG4B inh
COCCCNC(=O)CCCC(=O)NCCCOC,14,-3,-1.0,-4,-2,-6,2,-11
CC(=O)NC(CC(=O)N(C)C1CCCCC1)c1ccccc1 (stereo unspecified),5,-7,0.1,8,0,-13,-23,-5
CS/C(=C\[N+](=O)[O-])Nc1ccccc1,37,-3,-3.9,-5,2,-5,5,8
O=C1C=C(c2ccc(C(=O)O)cc2)C[C@@H](c2ccc3c(c2)OCO3)C1,21,0,0.3,-3,3,-7,0,-2
Cc1cc(-c2ccc(S(=O)(=O)N3CCN(c4ccccc4F)CC3)s2)on1,14,5,0.8,4,0,0,-11,-1
Cc1cccc(N2CCN(S(=O)(=O)c3ccc4c(c3)CCCN4C(=O)C3CCC3)CC2)c1C,6,-2,-0.5,-1,-5,6,5,8
CCOC(=O)C1=NN(c2ccc(Cl)cc2)C(=O)C1,-226,-5,2.0,-4,2,-15,-10,-2
CCCCNc1c([N+](=O)[O-])cc(C(=O)O)cc1[N+](=O)[O-],12,-4,0.5,-5,-4,-20,-10,8
CCc1ccc(NC(=O)CSc2nnc(Cc3cccn3C)n2-c2ccc(F)cc2)cc1,-8,-3,-1.0,3,-4,19,-5,15
COc1ccc(CCNC(=O)/C(=C/c2cccnc2)NC(=O)c2ccccc2)cc1OC,4,12,-1.7,3,1,-6,-16,0
C=CCn1c(-c2ccoc2C)n[nH]c1=S,20,-7,-1.8,-12,1,2,-12,-15
CCN(C(=O)c1cc2c(s1)-c1ccccc1OC2)c1cc(OC)ccc1OC,-84,-1,-0.6,-8,-5,12,-16,0
O=C(NCc1ccc(F)cc1)C1CCCN1C(=O)Nc1ccccc1 (stereo unspecified),10,-5,0.1,1,-2,-7,2,-7
Cc1sc(NC(=O)c2ccco2)c(C(c2ccncc2)N2CCOCC2)c1C (stereo unspecified),-42,-4,2.6,-1,-2,-5,0,-7
N/C(=N\N=C\c1cccs1)SC1CC(=O)N(c2cccc([N+](=O)[O-])c2)C1=O (stereo unspecified),20,-7,2.7,-1,6,-15,8,23
Cc1ccc(N2C(=O)CC(Cc3ccc(Cl)cc3)C2=O)cc1 (stereo unspecified),12,-7,0.9,4,1,-15,21,0
CCc1ccc(/C=C(/C#N)C(N)=S)s1,4,-11,6.9,-3,4,0,7,14
O=C(O)CCc1nn2c3ccccc3nc2n(CCN2CCCCC2)c1=O,-350,-7,-0.3,-1,0,-7,-11,-3
CC1=NN(c2ccccc2)C(=O)/C1=C/c1ccc(-c2ccc(C)c(C(=O)O)c2)o1,·,8,·,3,10*,6,18,-10
Cc1cccc(NC(=S)N2CCN(Cc3ccccc3)CC2)c1C,2,5,-0.4,1,-1,7,7,-12
CN(Cc1ccc(Cl)cc1)C(=O)c1ccc(S(=O)(=O)NCc2ccco2)cc1,4,9,1.1,2,1,20,-3,-11
CC(=O)Nc1c(S(=O)(=O)c2ccccc2)c2nc3ccccc3nc2n1Cc1ccccc1,i,2,-18,5,-6,7,5,3
COc1ccc(Cl)cc1S(=O)(=O)N1CCCC(C(=O)NCC(N)=O)C1 (stereo unspecified),30,4,-0.6,4,0,-18,-13,-6
CC1(c2ccccc2)NC(=O)N(CC(=O)NCCC2=CCCCC2)C1=O (stereo unspecified),8,-1,-0.9,1,-1,5,0,-11
O=C(c1cnn2c(C(F)(F)F)cc(-c3cccs3)nc12)N1CCOCC1,-454,-11,-0.8,-2,-1,9,-10,7

# (further entries)
SMILES,SENP8 inh,HKDC1 inh,MPTP inh,SENP7 inh,NR3A LBD binder,PfGluPho inh,SENP6 block,ATG4B inh
CCCCOc1cccc(C(=O)Nc2ccc(S(=O)(=O)Nc3nnc(CC)s3)cc2)c1,15,-2,0.6,-2,-1,-4,29,9
COc1cccc(CNC(=O)CSCc2cnn(-c3ccccc3)c2-n2cccc2)c1OC,17,3,12,-1,0,-9,6,8
Cc1ccccc1-c1cc(C(=O)NCc2ccco2)nn1CC1CC(c2cccc([N+](=O)[O-])c2)=NO1 (stereo unspecified),3,1,-1.4,-7,-3,8,12,-1
Cc1ccccc1CN1C[C@@H]2C[C@@H](c3cn[nH]c3-c3ccc(F)cc3)N3CCC[C@@]23C1=O,3,5,-0.6,3,-2,-10,13,-3
CC(OC(=O)CCc1nc2ccccc2c(=O)[nH]1)C(=O)NCc1ccc2c(c1)OCO2 (stereo unspecified),-2,-9,2.7,-5,4,1,-1,-9
CCSC(=N)N,8,-5,-1.0,2,3,12,7,-3
C=CCNC(=S)NNC(=O)c1ccc(OCCC)cc1,22,-8,0.0,-4,-1,6,7,-1
S=C(NCCN1CCCCC1)Nc1ccccc1,24,-5,-0.1,4,0,1,-1,-4
O=C(NC(Cc1c[nH]c2ccccc12)c1nnc2n1CCCCC2)c1ccccc1 (stereo unspecified),4,-5,-2.2,-7,1,0,1,-12
O=C(c1cc2c(ccc3ccccc32)o1)N1CCCCC1,8,0,-0.7,91*,-1,14,93*,4
O=C(NCCN1CCOCC1)c1cccc(S(=O)(=O)N2CCCC2)c1,0,-7,-0.5,15,-3,3,-10,3
CC(C)c1c(O)nc(SCCOc2ccc(Cl)cc2)[nH]c1=O,7,5,15,9,0,-19,-6,-4
COc1ccc(-n2nnnc2SC(C)C(=O)NC2CCCC2)cc1 (stereo unspecified),5,-1,-0.7,8,3,-3,-10,2
Cc1cc2nc(-c3ccc(SCC(=O)Nc4ccc(S(=O)(=O)N5CCCC5)cc4)nc3)[nH]c2cc1C,-288,0,1.7,8,21*,-8,2,27
Cc1cc(C(=O)Oc2cccnc2)ccc1[N+](=O)[O-],14,-10,-1.0,-3,-1,0,-13,12
Cc1ccc(C(=O)NCC(=O)NC2CCCC2)cc1,16,-3,1.8,-7,1,-9,-15,6
Cc1onc(-c2c(F)cccc2Cl)c1C(=O)c1ccccc1O,24,4,3.2,10,1,-20,-8,8
COC(=O)Nc1c(C)n(C)n(-c2ccccc2)c1=O,20,-10,1.1,-6,2,-15,7,0
COc1ccc(C)cc1NC(=O)CSCc1ccccc1C,7,-4,0.4,6,0,10,-15,7
O=[N+]([O-])c1ccc(S(=O)(=O)NCCN2CCOCC2)cc1,15,-7,-1.4,-2,-2,-2,1,-8
CC(=O)Nc1ccc(N2C(=O)CC(Sc3nc4ccccc4s3)C2=O)cc1 (stereo unspecified),16,-10,-0.1,-4,0,4,-5,-7
Cc1ccc(C)c(N2CCN(C(=O)Cc3cn(C)c4ccccc34)CC2)c1,6,5,2.3,0,2,-1,-29,-10
Cc1cc(Cl)c(S(=O)(=O)N2CCN(c3ccccc3)CC2)cc1OCC(N)=O,11,5,-3.5,2,1,6,-1,-6
Cn1cc(CCC(=O)N2CCCC(Nc3ccc(F)cc3)C2)cn1 (stereo unspecified),6,3,0.2,1,2,-5,7,0
CCc1ccc2c(c1)[C@]1(C(=O)N2)[C@@H]2C(=O)N(Cc3ccccc3)C(=O)[C@@H]2[C@@H]2CCCN21,-7,8,1.8,-3,-4,4,0,-8

# A draw from above in order of molar mass, lowest first.
SMILES,SENP8 inh,HKDC1 inh,MPTP inh,SENP7 inh,NR3A LBD binder,PfGluPho inh,SENP6 block,ATG4B inh
Cc1cc(C(=O)Oc2cccnc2)ccc1[N+](=O)[O-],14,-10,-1.0,-3,-1,0,-13,12
CC(C)c1c(O)nc(SCCOc2ccc(Cl)cc2)[nH]c1=O,7,5,15,9,0,-19,-6,-4
Cc1ccc(C)c(N2CCN(C(=O)Cc3cn(C)c4ccccc34)CC2)c1,6,5,2.3,0,2,-1,-29,-10
CC(OC(=O)CCc1nc2ccccc2c(=O)[nH]1)C(=O)NCc1ccc2c(c1)OCO2 (stereo unspecified),-2,-9,2.7,-5,4,1,-1,-9

# Remaining list, next part:
SMILES,SENP8 inh,HKDC1 inh,MPTP inh,SENP7 inh,NR3A LBD binder,PfGluPho inh,SENP6 block,ATG4B inh
O=C(Nc1cccc(S(=O)(=O)N2CCOCC2)c1)C1CCCC1,5,-3,0.0,4,1,-17,-14,6
CC(C)C(C(=O)NC(C)(C)C)N1C(=O)c2ccccc2C1=O (stereo unspecified),19,3,0.0,6,0,6,-2,-23
C=Cc1cccc(NC(=O)COc2ccccc2)c1,21,-4,-7.0,0,-23,-7,-7,-7
COc1cccc(N=C2CC(C)(C)CC(=O)/C2=C(/O)c2ccccc2)c1,16,-3,0.7,-2,0,-13,-5,-7
CC(CCc1ccco1)NC(=O)CSc1cc(=O)n(C)c2ccccc12 (stereo unspecified),-37,-3,-0.4,-4,1,39,-10,-6
O=C(COC(=O)c1ccc2ncsc2c1)NCc1ccccc1Cl,-35,-6,-0.3,-10,1,4,-2,37
O=S(=O)(NC(=S)NC1CCCCC1)c1ccc(Br)cc1,8,1,0.9,1,2,-11,4,-4
COc1ccc(NC(=O)c2oc3ccccc3c2NC(=O)C2CC2)cc1,-10,-8,-0.4,-2,5,36,-25,12
O=C(c1ccccc1)c1ccccc1N1C(=O)C=CC1=O,13,-1,8.3,7,6,55,-10,-4

# Rewritten with two lines to a compound: three of the compounds above
# Under each structure: SENP8 inh	HKDC1 inh	MPTP inh	SENP7 inh	NR3A LBD binder	PfGluPho inh	SENP6 block	ATG4B inh
COc1cccc(N=C2CC(C)(C)CC(=O)/C2=C(/O)c2ccccc2)c1
→ 16	-3	0.7	-2	0	-13	-5	-7
CC(CCc1ccco1)NC(=O)CSc1cc(=O)n(C)c2ccccc12 (stereo unspecified)
→ -37	-3	-0.4	-4	1	39	-10	-6
O=C(COC(=O)c1ccc2ncsc2c1)NCc1ccccc1Cl
→ -35	-6	-0.3	-10	1	4	-2	37

# Random excerpt: three entries already listed.
SMILES,SENP8 inh,HKDC1 inh,MPTP inh,SENP7 inh,NR3A LBD binder,PfGluPho inh,SENP6 block,ATG4B inh
O=C(NC(Cc1c[nH]c2ccccc12)c1nnc2n1CCCCC2)c1ccccc1 (stereo unspecified),4,-5,-2.2,-7,1,0,1,-12
COCCCNC(=O)CCCC(=O)NCCCOC,14,-3,-1.0,-4,-2,-6,2,-11
Cc1ccc(N2C(=O)CC(Cc3ccc(Cl)cc3)C2=O)cc1 (stereo unspecified),12,-7,0.9,4,1,-15,21,0

# From PubChem
